# IL2 activator: activates IL-2 in a cell-based reporter assay; IL-2 activation reporter assay, cell-based qHTS; stimulated with anti-CD3/CD4/CD28 beads; in transgenic mouse T cells; activation, % (series mostly up to about 46 µM); 360,000 tested, 0.065% active; in the data active = activation above about 50%; inconclusive = mostly about 30% to 49%; also: 0% is about no effect
#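 Unstimulated transgenic mouse T cells preincubated 60 min with compound, then stimulated with anti-CD3/anti-CD4-coated beads plus anti-CD28 for 18 h at 37 degrees C. IL-2 response read as EGFP and DsRed fluorescence by plate cytometry.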
# EPAC1 antagonist: antagonists of human EPAC1 | EPAC1 GEF assay, Rap1b-BODIPY-GDP exchange fluorescence | Potency, µM (titrated, usually from 115 µM), without a hit: at the top dose activity change, negative = inhibition, usual class: inhibitors | 360,000 tested, 0.14% active;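 also: potency is read from the fitted curve at half-maximal effect; plate controls were vehicle for no effect and positive control for full effect; nearly all actives have a fitted effect of over 50% in size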
# PLK1 PBD block: blocks phosphopeptide binding to human PLK1 polo-box domain. 360,000 tested, 2.8% active. Plk1 PBD binding of FITC phosphopeptide, fluorescence polarization. Potency, µM, for inactives: max response, negative = inhibition, hits mostly inhibitors. P53350; also: potency is read from the fitted curve at half-maximal effect; series mostly up to about 57 µM; % is scaled to controls: 0 for no effect and ±100 for the full control effect; nearly all actives have a fitted effect of over 65% in size
# Target sequence (P53350 whole entry, looked up, the tested form may be a part): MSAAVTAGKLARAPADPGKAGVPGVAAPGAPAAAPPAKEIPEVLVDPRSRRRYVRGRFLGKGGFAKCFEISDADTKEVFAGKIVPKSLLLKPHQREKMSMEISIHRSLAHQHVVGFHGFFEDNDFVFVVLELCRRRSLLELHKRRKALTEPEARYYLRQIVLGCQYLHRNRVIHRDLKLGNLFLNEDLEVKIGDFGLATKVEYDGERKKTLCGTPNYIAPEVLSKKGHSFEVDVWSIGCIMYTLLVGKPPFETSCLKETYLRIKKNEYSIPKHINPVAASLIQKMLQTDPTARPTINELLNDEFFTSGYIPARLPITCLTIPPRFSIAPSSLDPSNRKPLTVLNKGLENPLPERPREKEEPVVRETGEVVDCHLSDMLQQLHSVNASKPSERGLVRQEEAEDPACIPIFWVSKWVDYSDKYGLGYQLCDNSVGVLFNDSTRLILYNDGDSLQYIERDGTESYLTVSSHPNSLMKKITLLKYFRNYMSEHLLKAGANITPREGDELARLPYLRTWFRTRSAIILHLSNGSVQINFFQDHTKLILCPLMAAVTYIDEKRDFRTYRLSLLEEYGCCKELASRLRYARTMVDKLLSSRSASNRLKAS
# EPAC1 ag: agonists of human EPAC1. O95398. EPAC1 agonist qHTS, biochemical assay; response scale: 100% = response to 6.5 mM cAMP. Potency, µM (series often up to 154 µM), inactives show top-dose activation, most hits filed as activators. 360,000 tested, 0.073% active. AID 720707; also: potency is read from the fitted curve at half-maximal effect; nearly all actives have a fitted effect of over 60% in size
#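 Fluorescent GDP-exchange assay: 100 nM EPAC1 with 250 nM Rap1B preloaded with BODIPY-GDP and 50 uM GDP; compounds tested as concentration series, 5 min at room temperature, then read every 5 min for 30 min (ex 480/em 540 nm); normalized to 6.5 mM cAMP.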
# FUS suppressor: rescues growth of FUS-expressing yeast; S. cerevisiae FUS-expressing, growth rescue, OD600, 24 h; Potency, µM (series often up to 76.6 µM), for inactives: at the top dose growth rescue (activation), usual class: activators; 390,000 tested, 0.24% active; AID 1347120;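 also: potency is read from the fitted curve at half-maximal effect; plate controls were DMSO vehicle for no effect and reference control for full effect; nearly all actives have a fitted effect of over 55% in size; some results filed as inactive show a strong effect at the top dose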
#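 Quantitative HTS measuring growth restoration of FUS-toxic yeast. Galactose-induced cells (OD 0.005) were exposed 24hr at 30C to compounds at several concentrations, then absorbance at 600 nm was recorded.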
# WRN helicase inh: blocks human WRN helicase; Q14191; 360,000 tested, 0.46% active; Potency, µM (highest dose often 114 µM), for the others: at the top dose activity change, negative = inhibition, actives largely listed as inhibitors; WRN helicase unwinding, fluorescent forked duplex, kinetic; also: potency is read from the fitted curve at half-maximal effect; % is scaled to controls: 0 for no effect and ±100 for the full control effect; nearly all actives have a fitted effect of over 55% in size
#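 Enzyme (20 nM final) and test compound sit together 15 min at room temperature before substrate addition. Substrate is a single-forked duplex oligonucleotide (100 nM) labelled with fluorophore and quencher, with 2 mM ATP; helicase unwinding raises red fluorescence, read kinetically.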
# PI5P4Ka inh: inhibitors of human PI5P4K alpha; 330,000 tested, 1.2% active; max response, %; P48426; PI5P4Kalpha enzyme, ADP-Glo luminescence, 60 min; hits give low values; active = max response of -50% or lower; inconclusive = between -30% and -50%; inactive = -30% or higher; also: value at the top dose of about 77 µM; % is scaled to controls: 0 for no effect and ±100 for the full control effect
# Target sequence (P48426 whole entry, looked up): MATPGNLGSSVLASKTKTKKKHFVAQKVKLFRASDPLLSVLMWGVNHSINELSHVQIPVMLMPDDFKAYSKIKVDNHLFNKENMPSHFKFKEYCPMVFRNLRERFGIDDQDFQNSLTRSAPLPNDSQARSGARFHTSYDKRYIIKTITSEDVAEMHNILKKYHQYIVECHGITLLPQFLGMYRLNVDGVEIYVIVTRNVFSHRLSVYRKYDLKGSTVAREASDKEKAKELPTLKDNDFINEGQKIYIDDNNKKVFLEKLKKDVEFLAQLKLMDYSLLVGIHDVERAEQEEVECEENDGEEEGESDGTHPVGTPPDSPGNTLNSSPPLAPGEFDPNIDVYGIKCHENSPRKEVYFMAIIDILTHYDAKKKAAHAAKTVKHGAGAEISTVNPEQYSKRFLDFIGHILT
#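 Luminescence from ADP-Glo served as readout of PI5P4Kalpha activity in a qHTS format. Reaction: enzyme, substrate, compound, ATP at 5 microM final, 60 min at RT.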
# Abeta rescue: A-beta toxicity reversal in yeast | 410,000 tested, 0.063% active | AID 1347071 | Potency, µM (doses to about 46.1 µM), without a hit: at the highest dose growth rescue, actives largely listed as activators | yeast expressing A-beta42, growth rescue, OD600, 48 h; response scale: 0% DMSO, 100% iron-clioquinol control; also: potency is read from the fitted curve at half-maximal effect; nearly all actives have a fitted effect of over 55% in size
#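 Growth rescue measured by 600 nm absorbance after 48 h yeast culture at 30 C with compound. Values normalized between DMSO and an equimolar ferric chloride plus clioquinol control.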
# The depositor's hits bear a star; ? = inconclusive; . = not tested or not shown; [ ] = another dose, or the depositor's remark. Unless noted, calls follow the shape of the dose curve; as a rule, active = well fitted curve in the direction sought with a large enough effect; inconclusive = small, poorly fitted or top-dose-only effect, or another doubt; inactive = no such curve, though single readings can be large; an effect the other way counts as inactive or inconclusive.
Structure	IL2 activator	EPAC1 antagonist	PLK1 PBD block	EPAC1 ag	FUS suppressor	WRN helicase inh	PI5P4Ka inh	Abeta rescue
CC(Sc1nnc(N)s1)C(=O)Nc1ccc2c(c1)OCO2 (centres undefined)	1.2	-19%	-18%	-4%	37%	-15%	?	-15%
CCc1nnc(NC(=O)CCC(=O)N2CCN(Cc3ccc(F)cc3)CC2)s1	-3.6	12%	-12%	9%	0%	4%	0	3%
N#C/C(=C\c1cccc(OCC(=O)O)c1)c1nc2ccccc2[nH]1	-0.1	-9%	-6%	4%	6%	-1%	-4	5%
CC(C)NC(=O)C1(C)CCN1C(=O)C(c1ccccc1)c1ccccc1 (centres undefined)	-0.6	-10%	-3%	1%	-6%	-9%	-2	5%
O=C(Nc1nnc(COc2ccccc2)s1)Nc1ccccc1F	-2.5	10%	5%	5%	20%	2%	6	6%
C/C(=N/NC(=O)Cc1ccccc1)c1ccc(C)s1	-1.7	-7%	-10%	6%	20%	-2%	-2	19%
CC1=C/C(=C\C=C(C#N)C#N)N(C)c2ccccc21	-36	-17%	13%	-13%	20%	-21%	-7	-3%
CC(NCC(=O)NCC(=O)Nc1ccc(F)cc1)c1cccc(C(F)(F)F)c1 (centres undefined)	-4.0	11%	7%	-9%	.	-11%	14	3%
Nc1nnc(SCCCC(=O)c2ccccc2)s1	0.6	13%	-21%	9%	-12%	-2%	3	-11%
CSCCC(NS(=O)(=O)c1ccc(F)cc1)C(=O)NCc1ccc(S(N)(=O)=O)cc1 (centres undefined)	0.2	3%	3%	7%	-21%	-2%	2	0%
COc1ccc(C(=O)COc2ccc(F)cc2)c(O)c1	-1.5	-15%	0%	-4%	3%	-19%	-1	-12%
O=C(NCc1ccc(Cl)cc1)c1cccc2c1C(=O)N(CC1CCCO1)C2 (centres undefined)	-2.4	-5%	-11%	0%	28%	-1%	8	-3%
COc1ccc(OC)c(-c2nc(CN(C)C(C)c3ccncn3)c(C)o2)c1 (centres undefined)	-0.5	2%	-3%	0%	2%	-12%	1	10%
CC1CCCN(C(=O)C2CCN(S(=O)(=O)c3cccc4nsnc34)CC2)C1 (centres undefined)	0.1	16%	-1%	-15%	-10%	1%	-3	0%
CCCS(=O)(=O)c1nc(S(=O)(=O)c2ccc(C)cc2)c(NCCN2CCOCC2)s1	0.1	11%	-10%	2%	2%	10%	1	-11%
CC(C)c1ccc(NC(=O)CSc2nc(=O)n(CCCN3CCOCC3)c3c2CCC3)cc1	-1.1	-2%	-7%	3%	23%	-10%	1	-1%
CC(C)(C)c1ccc(C(=O)Nc2ccccc2C(=O)NCCN2CCOCC2)cc1	-1.3	5%	-8%	-11%	0%	4%	39	-12%
Brc1ccsc1-c1csc(-c2ccncc2)n1	0.7	-4%	-8%	18%	-9%	-7%	1	-30%
Cc1cc(C)nc(N(C#N)S(=O)(=O)c2ccccc2Cl)n1	1.4	3%	-4%	-4%	16%	1%	0	16%
COc1ccc(NC(=O)c2ccc(N3C(=O)C4CC=C(C)CC4C3=O)cc2)c(OC)c1 (centres undefined)	1.9	-3%	-5%	0%	14%	3%	-6	-4%
C[C@@H]1COC(=O)[C@H](NC(=O)OCC2c3ccccc3-c3ccccc32)C/C=C\C[C@@H](CC(=O)N[C@@H](CO)Cc2ccccc2)C(=O)N1	-0.8	-21%	0%	-17%	?	-7%	-1	3%
Cc1ccc(/C=N/NC(=S)NCCc2ccccc2)s1	0.5	-13%	-7%	-1%	-9%	3%	-12	6%
N#Cc1cccc(CN2CCC(=O)N([C@H](CO)c3ccccc3)CC2)c1	-0.1	2%	-4%	8%	-13%	-1%	-2	-4%
CCOC(=O)CN1CCS(=O)(=O)CC1	0.3	?	-4%	1%	-24%	1%	-2	2%
CS(=O)(=O)N(Cc1ccc(C(=O)NCCSc2ccccn2)cc1)c1ccccc1	-4.4	-22%	-7%	-1%	10%	2%	3	4%

# Arranged by formula weight (rising): some entries from above
Structure	IL2 activator	EPAC1 antagonist	PLK1 PBD block	EPAC1 ag	FUS suppressor	WRN helicase inh	PI5P4Ka inh	Abeta rescue
C/C(=N/NC(=O)Cc1ccccc1)c1ccc(C)s1	-1.7	-7%	-10%	6%	20%	-2%	-2	19%
CC(C)NC(=O)C1(C)CCN1C(=O)C(c1ccccc1)c1ccccc1 (centres undefined)	-0.6	-10%	-3%	1%	-6%	-9%	-2	5%
C[C@@H]1COC(=O)[C@H](NC(=O)OCC2c3ccccc3-c3ccccc32)C/C=C\C[C@@H](CC(=O)N[C@@H](CO)Cc2ccccc2)C(=O)N1	-0.8	-21%	0%	-17%	?	-7%	-1	3%

# Remaining list, next part:
Structure	IL2 activator	EPAC1 antagonist	PLK1 PBD block	EPAC1 ag	FUS suppressor	WRN helicase inh	PI5P4Ka inh	Abeta rescue
CCOC(=O)C1=CC[C@@H](c2cc3cc(OC)ccc3n2C)N(S(=O)(=O)c2ccc(C)cc2)[C@H]1C(=O)OCC	-1.7	9%	-6%	-23%	5%	-5%	6	-9%
O=C(CN1CCN(Cc2ccccc2)CC1)c1ccccc1	1.0	-10%	-12%	-5%	-1%	-4%	-1	10%
C/C(=N\OC(=O)c1ccc(F)cc1)c1ccc(F)c(F)c1	-1.2	-12%	-29%	-5%	-15%	-15%	1	7%
Cc1ccc(O)c(NC(=O)C2CC(c3cccc(Br)c3)=NO2)c1 (centres undefined)	0.6	-5%	?	-2%	3%	4%	0	-25%
CCOC(=O)C(=CNc1ccc2c(c1)c1ccccc1n2CC)C(=O)OCC	-0.5	-13%	-4%	-5%	40%	-10%	15	5%
COc1ccccc1C(=O)Nc1nnn(C)n1	-3.0	1%	-9%	3%	6%	13%	1	-5%
CN(C)c1ccc(C(=O)Nc2ccc(S(=O)(=O)Nc3nccs3)cc2)cc1	-3.1	9%	-5%	1%	10%	-20%	-13	4%
CCOC(=O)c1[nH]c(C)c(C(=O)OCC(=O)NCc2ccc(OC)cc2)c1C	0.1	4%	7%	-10%	5%	1%	0	-2%
Cc1cc(=O)c2c(o1)CC(C)(C)CC2=O	-0.7	6%	0%	5%	-26%	-11%	.	-2%
CCCCn1c(NC(C)=O)c(C#N)c2nc3ccccc3nc21	1.5	1%	-9%	6%	34%	-17%	0	-2%
COCCNC(=O)CN(Cc1ccc2c(c1)OCO2)C(=O)CCC(=O)Nc1nccs1	-2.7	6%	3.4µM*	-5%	-8%	21%	?	4%
CC(=O)OC[C@H]1O[C@@H](Sc2cccc3cccnc23)[C@H](OC(C)=O)[C@@H](OC(C)=O)[C@H]1OC(C)=O	-0.1	-5%	?	-15%	32%	-8%	2	-17%
CC1CC1C(=O)OCC(=O)NC(=O)c1ccccc1 (centres undefined)	0.6	-8%	-1%	13%	0%	2%	4	11%
Cc1nnc(SCC(=O)N2CCCC2)n(N)c1=O	0.3	1%	-7%	18%	-17%	3%	-8	2%
COc1ccc(S(=O)(=O)N(Cc2ccccc2)Cc2nc3ccccc3c(=O)[nH]2)cc1	-0.1	-7%	0%	15%	-3%	-12%	9	14%
Cc1ccc(NC(=O)CCNCc2ccco2)cc1S(=O)(=O)N(C)C	-0.6	-13%	0%	9%	13%	0%	3	-14%
CCc1ccc(S(=O)(=O)NC(=S)Nc2ccccc2)cc1	2.8	-24%	27µM*	2%	-4%	-4%	-7	0%
N#CC(C#N)=Cc1cccn1-c1ccc(C(=O)O)cc1	-0.6	-25%	?	-1%	1%	56µM*	?	4%
O=C(c1ccco1)N1CCN(CC(=O)N2CCCc3c2c(=O)oc2ccc(O)cc32)CC1	-1.0	1%	-5%	5%	4%	-14%	.	9%
Cc1ccc(CNS(=O)(=O)CCNC(=O)c2ccccc2)cc1	-0.4	-9%	6%	-4%	6%	-2%	-5	11%
CCOC(=O)C1=C(C)NC(C)=C(C(=O)OCC)C1C1=COCCO1	-2.1	-14%	-6%	2%	-15%	-22%	3	-8%[9.22 µM]
Cc1ccc(C(=O)NC(=S)NCc2ccccc2)cc1Br	-0.6	-20%	-1%	-1%	1%	2%	16	?
COc1ccc(C(C)=O)cc1CSc1nnc(-c2ccc(Cl)cc2)n1-c1ccccc1	-0.1	-4%	-13%	17%	18%	-10%	-5	6%
COc1ccc(C2(SCC(N)C(=O)O)c3ccccc3-c3ccccc32)cc1 (centres undefined)	-5.0	-5%	-4%	-7%	.	-9%	?	10%
O=C(NCc1cccnc1)c1cc(C2CCCCN2C(=O)CCc2ccccc2)on1 (centres undefined)	0.0	-2%	-11%	-1%	-11%	-4%	-9	-9%

Structure	IL2 activator	EPAC1 antagonist	PLK1 PBD block	EPAC1 ag	FUS suppressor	WRN helicase inh	PI5P4Ka inh	Abeta rescue
CC(OC(=O)c1cc(=O)[nH]c2ccccc12)C(=O)N1C(C)CCCC1C (centres undefined)	-0.3	-8%	-1%	-3%	.	6%	-3	2%
Cc1ccc(-c2csc(N/N=C/C=C/c3ccccc3)n2)cc1	3.4	4%	-17%	4%	33%	-6%	.	-12%
COc1cccc(NC(=O)N2CCCC2C(=O)NC2CC2)c1 (centres undefined)	-0.3	-13%	3%	-4%	.	0%	-1	-2%
COCCn1c(SCC(=O)Nc2ccc(NC(C)=O)cc2)nc2c([nH]c3ccccc32)c1=O	-0.1	-4%	-5%	-6%	20%	-6%	-16	-4%
CC(=O)c1ccc(NC(=S)NNC(=O)NC2CCCCC2)cc1	0.1	7%	-19%	5%	10%	?	?	7%
O=C(Nc1ccccc1O)/C(=C\c1ccccc1)NC(=O)c1ccccc1	-2.5	-2%	-3%	-7%	-18%	4%	6	0%
c1ccc(-n2cccc2)c(N2CCCCC2)c1	-3.9	-8%	6%	2%	-6%	6%	-1	17%
COC(=O)CSc1[nH]c2cc(C)ccc2c1[N+](=O)[O-]	-1.0	-7%	-1%	0%	23%	-2%	7	2%
Cc1c(O)c2cccnc2[nH]c1=O	0.0	3%	1%	8%	-32%	-11%	1	23%
Cc1ccc(C(C(=O)NCc2ccccc2)N(C(=O)c2csnn2)c2cccc3ccccc23)o1 (centres undefined)	2.9	0%	-6%	-5%	?	-14%	0	-10%
COc1ccc2[nH]c(=O)c(CN(C3CCCCC3)C(c3nnnn3Cc3ccco3)C(C)C)cc2c1 (centres undefined)	0.6	?	?	-21%	.	?	-67*	1%
CCCOC(c1ccccc1)(c1ccc(C(F)(F)F)cc1)C(Oc1nc(C)cc(C)n1)C(=O)O (centres undefined)	0.4	-2%	-18%	-8%	42%	4%	2	-9%
CC(C)CCn1c(N2CCCC2)nc2c1c(=O)n(C)c(=O)n2C	-2.1	-7%	-3%	-3%	19%	7%	-6	-8%
